Bioassay records (PubChem BioAssay)
CHT allo act: allosterically activates the human high affinity choline transporter. Q9GZV3. CHT-expressing cells, membrane potential dye, choline EC20; active compounds read high; LV-AA mutant CHT in HEK293 cells. B-score at 10 µM. 310,000 compounds, 0.49% hits. AID 488977;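 active = initial fluorescence not abnormally high and integrated response B-score, plate-corrected, over 3 SD above library mean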
Target sequence (Q9GZV3 whole entry, looked up): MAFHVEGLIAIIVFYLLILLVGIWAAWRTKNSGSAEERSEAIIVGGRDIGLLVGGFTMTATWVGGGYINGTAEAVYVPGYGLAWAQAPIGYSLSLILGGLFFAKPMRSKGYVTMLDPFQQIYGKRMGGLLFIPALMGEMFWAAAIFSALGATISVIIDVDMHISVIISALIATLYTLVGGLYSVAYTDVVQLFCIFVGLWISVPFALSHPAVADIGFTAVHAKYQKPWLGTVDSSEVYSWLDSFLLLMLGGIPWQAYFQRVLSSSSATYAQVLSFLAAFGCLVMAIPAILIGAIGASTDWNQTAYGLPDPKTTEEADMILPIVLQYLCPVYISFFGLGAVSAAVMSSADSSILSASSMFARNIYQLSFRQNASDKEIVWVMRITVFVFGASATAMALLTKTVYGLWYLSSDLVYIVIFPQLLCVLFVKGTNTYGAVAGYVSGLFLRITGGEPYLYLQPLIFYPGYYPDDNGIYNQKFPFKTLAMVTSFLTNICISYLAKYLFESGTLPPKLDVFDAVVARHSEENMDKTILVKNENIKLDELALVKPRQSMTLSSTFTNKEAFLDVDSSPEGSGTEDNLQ
OX1R antagonist: antagonists of human orexin 1 receptor. inhibition, % at 5 µM. AID 434989. 330,000 compounds, 0.43% hits. O43613. CHO/OX1R cells, Fluo-8 calcium fluorescence, orexin A;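 active = inhibition above its plate's threshold, mean inhibition of all tested compounds on the plate plus 3 SD, cut at about 37% in these data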;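 note: 0% = orexin A challenge wells and 100% = SB-334867-A antagonist wells; not every result past the cut was called active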
Target sequence (O43613 whole entry, looked up): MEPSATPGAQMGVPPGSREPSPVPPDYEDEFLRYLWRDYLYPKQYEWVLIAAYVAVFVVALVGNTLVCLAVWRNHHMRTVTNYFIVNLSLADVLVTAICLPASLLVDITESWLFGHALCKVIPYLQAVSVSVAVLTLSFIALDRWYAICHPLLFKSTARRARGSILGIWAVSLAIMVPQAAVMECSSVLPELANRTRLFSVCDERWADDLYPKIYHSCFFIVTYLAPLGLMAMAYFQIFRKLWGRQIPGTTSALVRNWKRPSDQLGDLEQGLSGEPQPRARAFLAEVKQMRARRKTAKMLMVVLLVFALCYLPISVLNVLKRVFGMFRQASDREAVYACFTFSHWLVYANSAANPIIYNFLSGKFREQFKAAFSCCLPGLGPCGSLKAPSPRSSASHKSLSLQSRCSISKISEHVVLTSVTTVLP
* hit, by the source's call; i = inactive; . = no result given.

SMILES	CHT allo act	OX1R antagonist
O=C(O)CSc1nc2ccc(C(=O)c3ccccc3)cc2[nH]1	i	.
O=c1[nH]c(COc2ccc(Cl)cc2Br)nc2ccccc12	i	-29.6
C/C(=N/OCC(=O)NCCCCCCNC(=O)CO/N=C(/C)c1cccs1)c1cccs1	i	-13.8
CCOC(=O)/C(=C/Nc1ccc(F)cc1)[N+](=O)[O-]	i	3.0
CN1CCN(c2ccc(NC(=O)c3cc4ccccc4o3)cc2)CC1	i	-30.9
CCCc1cc(Nc2ccccc2)n2ncnc2n1	i	-14.9
Cc1cc(C(=O)Nc2ccccc2C)c2ccccc2n1	i	-8.5
O=C(Oc1ccc(O)cc1)C12CC3CC(CC(C3)C1)C2	i	-15.8
CCOC(=O)CSC1=C(C#N)C(c2ccc(OC)cc2)C2=C(CC(C)(C)CC2=O)N1 (configuration not stated)	i	-10.2
CCOC(=O)CNc1nc(Cl)nc(Nc2ccccc2)n1	i	-25.5
O=C(NCCCc1ccccc1)C1CC1	i	-9.8
CC(=O)OC1CC2(C)/C(=N\O)CCC2C2CCc3cc(O)ccc3C12 (configuration not stated)	i	.
COc1ccc(S(=O)(=O)N2CCOC23CCN(S(=O)(=O)c2ccc(F)cc2)CC3)cc1	i	-17.2
CC(C)(C)[C@H]1C=C(C(=O)NCc2nc3ccccc3[nH]2)O[C@@H](OCc2ccc(CO)cc2)C1	i	1.8
O=C1/C(=C\c2ccsc2)N2CCC1CC2	i	-19.1
Cc1ccc(NC(=O)CN2C(=O)NC(Cc3c[nH]c4ccccc34)C2=O)cc1S(=O)(=O)N1CCCCC1 (configuration not stated)	i	-3.1
CC(C)(C)C(=O)Nc1ccc(N2CCN(c3ccc(C(F)(F)F)cn3)CC2)nc1	i	-16.1
COc1ccc2c(C(=O)c3ccc(Cl)cc3)n(CCCC(N)=O)[n+]([O-])c2c1	i	-10.3
CSCCC(NC(=O)C1CCC(C)CC1)C(=O)N1CCN(c2ccccn2)CC1 (configuration not stated)	i	-20.1
COC(=O)c1ccc(N2CCN(S(=O)(=O)c3ccc4ccccc4c3)CC2)c([N+](=O)[O-])c1	i	23.3
CCOC(=O)CNC(=O)/C=C/c1c(Cl)cccc1Cl	i	8.5
O=C1CC(N2CCN(C(c3ccccc3)c3ccccc3)CC2)C(=O)N1 (configuration not stated)	i	-12.3
CCc1cc2c(=O)c(-c3ccon3)c(N)oc2cc1OC	i	-11.6
Cc1ccc(C)c(-c2cc(C(=O)NN3CCOCC3)c3ccccc3n2)c1	i	-8.5
Cc1cc(NC(=O)C2CCCC2)n(-c2nc3ccccc3[nH]2)n1	i	-38.0

Reprinted at random: 2 entries already listed
SMILES	CHT allo act	OX1R antagonist
CCOC(=O)CNc1nc(Cl)nc(Nc2ccccc2)n1	i	-25.5
CC(C)(C)[C@H]1C=C(C(=O)NCc2nc3ccccc3[nH]2)O[C@@H](OCc2ccc(CO)cc2)C1	i	1.8

Later entries
SMILES	CHT allo act	OX1R antagonist
CC(=O)c1sc2nc(-c3ccccc3)cc(C)c2c1N	i	-25.8
CC1CN(CC(=O)Nc2ccc([N+](=O)[O-])cc2Br)CC(C)O1 (configuration not stated)	i	-16.0
CCOc1ccccc1NC(=O)[C@@H](NC(=O)c1cccc(S(=O)(=O)N2CCOCC2)c1)C(C)C	i	-35.8
Cc1cc(C)c(NC(=O)CNC(=O)c2cc(C3CC3)nn2-c2ccccc2)c(C)c1	.	-2.0
O=C(CC1SCCNC1=O)Nc1ccc(F)c(Cl)c1 (configuration not stated)	i	8.3
O=C(OCC#CCSc1nnc(-c2cccc3ccccc23)o1)c1cnc[nH]1	.	21.3
Cc1ccc(OCC(O)Cn2c(N)nc3c2c(=O)n(C)c(=O)n3C)cc1 (configuration not stated)	i	-16.9
O=C(Oc1cccc(Br)c1)c1cccnc1	i	-13.2
COc1ccc(C(=O)Nc2ccnn2C2CCN(CC3CC=CCC3)CC2)cc1 (configuration not stated)	i	.
CCOC(=O)c1ccc(NS(=O)(=O)c2c(C)n(C)c(=O)n(C)c2=O)cc1	i	-23.9
CC1CN(c2oc(-c3ccco3)nc2C#N)CC(C)O1 (configuration not stated)	i	-16.4
COCCCNC(NC(=O)c1ccc(OC)cc1)C(Cl)(Cl)Cl (configuration not stated)	i	-12.0
Cc1cccn2c(=O)c3cc(C(=O)NC4CCCC4)c(=N)n(C4CCCCC4)c3nc12	i	-12.7
CCN(CCNC(=O)c1cccc(N2CCCC2=O)c1)c1ccccc1	i	-7.5
COc1ccc(CNc2nc3ccc(C)cc3s2)c(OC)c1OC	i	-23.7
COc1ccc(C(=O)Nc2nc(-c3ccccn3)cs2)cc1S(=O)(=O)N1CCOCC1	.	-9.3
O=C(Nc1ccc(-n2cnnn2)cc1)C1CCC1	i	-5.4
NC(=O)c1nsc(C(=O)N(c2ccccc2)C(C(=O)NCC2CCCO2)c2ccc3ncccc3c2)c1N (configuration not stated)	i	-25.0
COc1ccccc1NC(=O)CN1CCCCCC1	i	4.3
CCc1ccccc1NC(=O)Nc1cccn(Cc2ccc(F)cc2)c1=O	i	-3.3
Cc1ccc2nc(SCC3CCCCO3)[nH]c2c1 (configuration not stated)	i	-35.1
Cc1ccc2nc3c(c(Nc4ccc5c(c4)OCCO5)c2c1)CCC3	i	-21.5
CN(C)C(CNc1ccc(C(F)(F)F)cc1[N+](=O)[O-])c1ccccc1 (configuration not stated)	i	-6.7
Cc1nc(NCCc2ccccc2)sc1C(=O)O	i	-38.2
CCC1CCCCN1C(=O)COC(=O)c1cc(=O)[nH]c2ccccc12 (configuration not stated)	.	0.6

Some of these compounds in order of the OX1R antagonist value, ascending.
structure,OX1R antagonist
COc1ccc(CNc2nc3ccc(C)cc3s2)c(OC)c1OC,-23.7
CC1CN(CC(=O)Nc2ccc([N+](=O)[O-])cc2Br)CC(C)O1 (configuration not stated),-16.0
O=C1CC(N2CCN(C(c3ccccc3)c3ccccc3)CC2)C(=O)N1 (configuration not stated),-12.3
Cc1ccc(NC(=O)CN2C(=O)NC(Cc3c[nH]c4ccccc34)C2=O)cc1S(=O)(=O)N1CCCCC1 (configuration not stated),-3.1

(further entries)
SMILES	CHT allo act	OX1R antagonist
Cc1ccc(NC(=O)C(=O)NCc2ccccn2)cc1	i	-15.3
COC(=O)c1cc(=O)n(Cc2ccc(F)cc2)c(=Nc2ccccc2)s1	i	-15.7
Cc1cc(NC(=O)CSc2nnc(-c3ccccc3Cl)o2)no1	i	-8.8
Oc1ccc(Cl)cc1-c1cc(-c2cccc(Br)c2)n[nH]1	i	-18.4
O=C(CSc1nc2c(sc3ccccc32)c(=O)n1CCCN1CCOCC1)NCC1CCCO1 (configuration not stated)	i	-15.0
O=c1c2ccccc2nc2n1CCO2	i	-3.6
COc1ccc(C2CC(C(F)(F)F)n3ncc(C(=O)Nc4cccc(O)c4)c3N2)cc1OC (configuration not stated)	i	-33.3
O=C(CSc1nncn1-c1ccccc1)Nc1ccccc1	i	-10.7
CCCNC(=O)Nc1ccccc1SC	i	-0.9
CCOC(=O)c1cccc(NS(=O)(=O)Cc2ccccc2)c1	i	-9.5
O=C(NCc1cccs1)C(=O)NCC1OCCCN1S(=O)(=O)c1ccc(F)cc1 (configuration not stated)	i	-1.0
COc1ccc(C(=O)NCc2nnc(SCC(=O)c3ccccc3)n2C)cc1	i	-15.4
CCOC(=O)N1CCC(NS(=O)(=O)c2cc(Br)cc3c2N(C(=O)CC)CC3)CC1	i	-28.0
Cc1nc2ccc(S(=O)(=O)NC(C(=O)NCc3cccs3)C(C)C)cc2s1 (configuration not stated)	i	-36.3
CCOc1ccc(CCNC(=O)CN2CCN(Cc3ccc(F)cc3)C2=O)cc1OCC	i	-22.2
C=CCN(c1ccccc1)S(=O)(=O)c1cc(C(=O)NC2=NCCS2)ccc1Cl	i	-0.3
Cc1ccc(-n2c(SCC(=O)OC(C)C)nnc2-c2cnccn2)cc1	i	-6.0
CN(C)CCc1cc2c(c3c1ccc1ccccc13)OCO2	i	-30.4
O=S(=O)(NC1CCCCC1N1CCN(c2ccc(F)cc2)CC1)c1ccc(Cl)cc1 (configuration not stated)	i	-45.6
Cc1cc(=O)oc2cc(OCC(=O)N(C)C3CCS(=O)(=O)C3)c(Cl)cc12 (configuration not stated)	i	-3.3
O=C1N=c2ccccc2=C1c1c(O)n(-c2cccc(F)c2)[nH]c1=O	i	2.0
COc1cccc(Nc2nc(-c3ccc4c(c3)OCCO4)cs2)c1	i	4.2
O=C(COC(=O)CCc1nc2ccccc2c(=O)[nH]1)NCc1ccc(F)cc1	i	-22.6
CCOC(=O)C1CCN(c2c(N3CCN(Cc4ccccc4)CC3)c(=O)c2=O)CC1	i	-20.2
Cc1ccc(S(=O)(=O)NC(C(=O)Oc2ccc3c(C(F)(F)F)cc(=O)oc3c2)c2ccccc2)cc1 (configuration not stated)	i	-14.1

Part of the list above in order of count of non-hydrogen atoms, largest number first.
SMILES	CHT allo act	OX1R antagonist
COc1ccc(C2CC(C(F)(F)F)n3ncc(C(=O)Nc4cccc(O)c4)c3N2)cc1OC (configuration not stated)	i	-33.3
O=S(=O)(NC1CCCCC1N1CCN(c2ccc(F)cc2)CC1)c1ccc(Cl)cc1 (configuration not stated)	i	-45.6
COc1cccc(Nc2nc(-c3ccc4c(c3)OCCO4)cs2)c1	i	4.2

The list continues:
SMILES	CHT allo act	OX1R antagonist
C=CCNC(=O)NC(=O)COC(=O)c1nc2nccc(C)n2n1	i	-13.5
CCOC(=O)c1sc(NC(=O)CSc2nc(C)cc(C)n2)c(C#N)c1C	i	-11.2
CC1=C(/C=C/C(=O)O)C(C)(C)CCC1	i	7.5
Cc1ccccc1CCN(C(=O)c1csnn1)C(C(=O)NC1CCCC1)c1ccncc1 (configuration not stated)	i	-21.6
CC1CCc2sc(C(=O)N/N=C/C3CCCCC3)cc2C1 (configuration not stated)	i	-27.2
CCN(CC)CCNc1nc2nonc2nc1NCCN(CC)CC	i	-6.0
Cc1ccc2oc(=O)c3cnn(CC(=O)N4CCc5ccccc5C4)c3c2c1	i	-12.6
COc1cccc(N(C(=O)c2snc(C(N)=O)c2N)C(C(=O)NCC2CCCO2)c2cccs2)c1 (configuration not stated)	i	-31.1
Cn1ncc(Br)c1C(=O)O	i	-2.7
Cn1nccc1NC(=O)NC(=O)c1c(Cl)cccc1Cl	i	2.3
COc1cccc(-c2cc3nc4c(c(N5CCC6(CC5)OCCO6)n3n2)CCC4)c1	i	-15.7
CCOc1ccc(CN2CCN(S(=O)(=O)c3ccc(NC(C)=O)cc3)CC2)cc1OC	i	-23.4
NC(=O)COC(=O)C12CC3CC(CC(O)(C3)C1)C2	i	-7.6
O=C(CC1NCCc2ccccc21)Nc1cccc(Cl)c1 (configuration not stated)	i	-21.4
Cc1ccc(NC(=O)CCNS(=O)(=O)c2cc(Br)cnc2N)c(Cl)c1	i	-4.6
CCn1c(SCC(=O)Nc2ccc3c(c2)OCCO3)nc2c(c1=O)SC(C)C2 (configuration not stated)	i	-15.8
CC(=O)NC(Cc1cccc(F)c1)C(=O)NC1CCN(C(=O)c2cccc(C)c2)CC1 (configuration not stated)	i	-0.1
COc1ccc(Nc2oc(COc3ccc(OC)cc3)nc2C#N)cc1	i	-3.2
S=c1[nH]nc(-c2cc(-c3ccccc3)n[nH]2)n1/N=C/c1c(Cl)cccc1Cl	i	-15.7
CCNC(=O)C(=O)Nc1ccc(OC)c(Cl)c1	i	15.9
CCN(C(=O)CSc1nnc(COc2cccc(C)c2)o1)c1nc(C)cs1	i	-3.7
O=C(CSc1nncs1)N1CCN(S(=O)(=O)c2ccccc2)CC1	i	-14.7
O=C(NCc1ccco1)c1ccc(NS(=O)(=O)c2cccc([N+](=O)[O-])c2)cc1	i	-11.4
COc1ccc(/C=C(/NC(=O)c2ccccc2)C(=O)NC(Cc2c[nH]c3ccccc23)C(=O)O)cc1 (configuration not stated)	i	.
COc1ccccc1N(CC(=O)NCCSc1ccccn1)S(=O)(=O)c1ccccc1	i	-15.1

Record cards (already shown):
Cc1ccc(NC(=O)CCNS(=O)(=O)c2cc(Br)cnc2N)c(Cl)c1 is listed as CHT allo act: i; OX1R antagonist: -4.6
CC(=O)NC(Cc1cccc(F)c1)C(=O)NC1CCN(C(=O)c2cccc(C)c2)CC1 (configuration not stated) is listed as CHT allo act: i; OX1R antagonist: -0.1

Remaining list, next part.
SMILES	CHT allo act	OX1R antagonist
S=c1[nH]cc(Cc2ccccc2)s1	i	-10.0
Cc1ccccc1C(=O)NC(=S)Nc1ccc2[nH]c(=O)[nH]c2c1	i	4.0
CCOC(=O)/C(=C\C=C1/Sc2ccccc2N1CC)C(C)=O	i	41.9
CNC(=O)c1ccc(-c2nc(-c3ccccc3)cs2)cc1	i	-3.8
O=C(CCSc1nc2ccccc2s1)N/N=C/c1c(O)ccc2ccccc12	i	9.1
Cc1cc2n(n1)C(c1ccsc1)Nc1ccccc1-2 (configuration not stated)	i	-22.2
NC(N)=N/N=C/c1ccc(Cl)c([N+](=O)[O-])c1	i	4.5
Cc1[nH]n(-c2ccccc2)c(=O)c1CCOC(=O)c1cccc(C(F)(F)F)c1	i	-25.0
O=C(CN1C(=O)CCS(=O)(=O)c2ccccc21)Nc1ccccc1F	i	-13.2
COCCSc1ccccc1C(=O)Nc1ccc2c(c1)OCCO2	i	-0.8
COc1ccc(N=C2SC(C(=O)O)CC(=O)N2C)cc1 (configuration not stated)	i	-22.3
COc1ccccc1NC(=O)c1cc2c(s1)-c1ccccc1S(=O)(=O)C2	i	-35.0
CN(Cc1cnccn1)C(=O)CC1C(=O)NCCN1Cc1ccc(F)cc1Cl (configuration not stated)	i	-25.1
O=C(Nc1nnc(CCS(=O)(=O)c2ccc3ccccc3c2)s1)c1ccc([N+](=O)[O-])cc1	i	9.0
N#CC(C(=O)c1ccccc1Cl)=C1SCCCS1	i	1.4
COc1ccc(-c2[nH]ncc2CN2C[C@@H]3CCC[C@H]2C3)c(F)c1	i	-21.2
CC(=O)c1cccc(-n2nnnc2SCC(=O)Nc2cc(C)on2)c1	i	-21.6
